GAA glycogen mod – qHTS Assay for Inhibitors and Activators of Human alpha-Glucosidase Cleavage of Glycogen. hit rate 0.38% among 300,000. AID 2100, 2009. Potency, µM (highest dose often 76.4 µM), without a hit: at the highest dose activity change, negative = inhibition, usual class: inhibitors. recombinant GAA, glycogen substrate, Amplex Red glucose oxidase fluorescence. Lysosomal alpha-glucosidase (Homo sapiens), P10253;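 note: 0% = full enzyme reaction and -100% = no-enzyme basal signal; the screen sought inhibitors and activators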
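Recombinant enzyme (4 nM final) with compounds titrated up to 77 uM and bovine liver glycogen (30 ug) in citrate pH 5.0, 0.01% Tween-20, 37 C 40 min. Released glucose detected by Amplex Red/glucose oxidase (Ex 573/Em 610); AC50 from Hill fits.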
TR SRC2 fluor cs – Total Fluorescence Counterscreen for Inhibitors of the Interaction of Thyroid Hormone Receptor and Steroid Receptor Coregulator 2; TRb/SRC2 Texas Red total fluorescence interference; Potency, µM (titrated, usually from 106 µM), without a hit: top-dose fluorescence change, negative = quenching; hit rate 0.29% among 280,000; active = well fitted curve in either direction with a large enough effect; inconclusive = small, poorly fitted or top-dose-only effect
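Flags fluorescent or light-absorbing compounds by total fluorescence, S + 2P, at 555 nm excitation and 632 nm emission. Mixture: 20 nM Texas Red SRC2 peptide, 0.6 uM human TRb LBD, 1 uM T3, 5% DMSO; compound exposure 5 h at ambient temperature.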
RECQ1 inh – qHTS Assay for Inhibitors of RecQ-Like Dna Helicase 1 (RECQ1). hit rate 0.54% among 240,000. Potency, µM (highest dose often 57.3 µM), inactives show at the top dose activity, negative = inhibition, most hits filed as inhibitors. RECQ1 DNA unwinding, red fluorescence kinetic read. ATP-dependent DNA helicase Q1 (Homo sapiens), P46063;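 note: plate controls were vehicle for no effect and no enzyme for full effect; nearly all actives have a fitted effect of over 30% in size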
Target sequence (P46063 whole entry, looked up): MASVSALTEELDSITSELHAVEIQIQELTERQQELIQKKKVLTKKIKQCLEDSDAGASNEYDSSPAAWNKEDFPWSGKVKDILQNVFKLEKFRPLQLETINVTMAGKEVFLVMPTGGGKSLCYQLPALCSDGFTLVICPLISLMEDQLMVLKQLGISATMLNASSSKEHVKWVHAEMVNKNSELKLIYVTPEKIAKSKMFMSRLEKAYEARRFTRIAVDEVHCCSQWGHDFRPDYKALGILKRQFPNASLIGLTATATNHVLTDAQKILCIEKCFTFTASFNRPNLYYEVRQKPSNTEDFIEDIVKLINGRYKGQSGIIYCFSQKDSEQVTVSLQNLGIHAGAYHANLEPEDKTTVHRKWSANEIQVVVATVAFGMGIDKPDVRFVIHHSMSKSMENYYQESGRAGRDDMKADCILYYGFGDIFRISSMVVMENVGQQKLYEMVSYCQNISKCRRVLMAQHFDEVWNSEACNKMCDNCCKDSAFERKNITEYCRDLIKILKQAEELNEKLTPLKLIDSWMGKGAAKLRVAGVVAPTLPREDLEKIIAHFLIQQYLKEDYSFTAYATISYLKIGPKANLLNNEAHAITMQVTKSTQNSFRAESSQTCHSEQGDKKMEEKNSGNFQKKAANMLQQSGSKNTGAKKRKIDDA
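RECQ1T1 50 nM; forked duplex (20 bp + 30-nt ss tails) 200 nM, ATP 2 mM final; pH 8.0, 2 mM MgCl2, 2.5 ug/ml poly(dI-dC); 15 min compound preincubation; discontinuous kinetic read over 2 h at RT.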
RGS12 GoLoco inh – qHTS Assay for Inhibitors of RGS12 GoLoco Motif Activity (Red Fluorophore). Gai1:RGS12 GoLoco peptide FP, rhodamine, 10 min. hit rate 0.44% among 230,000. AID 880, 2007. Guanine nucleotide-binding protein G(i) subunit alpha-1 (Homo sapiens), P63096. Potency, µM (doses to about 61.6 µM), for the others: at the highest dose activity, negative = inhibition, most hits filed as inhibitors; active = well fitted inhibition curve with a large enough effect, not every such curve was filed as active; inactive = no such curve, though single readings can be large or run the other way; note: nearly all actives have a fitted effect of over 30% in size; many of its hits are not listed in these tables
GAA inhib – qHTS Assay for Inhibitors of Human alpha-Glucosidase as a Potential Chaperone Treatment of Pompe Disease. purified human GAA, 4-MU-alpha-glucoside fluorescence. Potency, µM (highest dose often 76.9 µM), inactives show at the highest dose activity change, negative = inhibition, actives largely listed as inhibitors. hit rate 0.005% among 200,000. AID 1466, 2008;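 note: plate controls were uninhibited enzyme wells for no effect and no-enzyme background for full effect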
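Enzyme (4 nM final) mixed with compound (up to 77 uM), then 4-MU-alpha-D-pyranoside (400 uM final) added; 20 min at room temperature, pH 5.0. Reaction stopped at pH 10, fluorescence read, AC50 derived by Hill fit.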
L3MBTL1 block – qHTS Assay for the Inhibitors of L3MBTL1; Potency, µM (titrated, usually from 57.1 µM), for the others: at the highest dose activity, negative = inhibition, actives largely listed as inhibitors; Lethal(3)malignant brain tumor-like protein 1 (Homo sapiens), Q9Y468; hit rate 0.66% among 230,000; AlphaScreen L3MBTL1–H3K9me1 peptide binding; note: nearly all actives have a fitted effect of over 60% in size
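First, the protein-peptide complex forms for 30 min at room temperature (L3MBTL1 50 nM, biotinylated H3K9me1 peptide 75 nM). Next, compounds are pin-transferred and incubated 30 min. Finally, AlphaScreen beads are added and read after 30 min.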
aGlu spleen mod – qHTS Assay for Inhibitors and Activators of Human alpha-Glucosidase From Spleen Homogenate. Lysosomal alpha-glucosidase (Homo sapiens), P10253. human spleen homogenate, 4-MU-alpha-glucoside fluorescence. AID 2112, 2009. hit rate 0.006% among 240,000. Potency, µM (top dose mostly 79.9 µM), for inactives: at the highest dose activity change, negative = inhibition, hits mostly inhibitors;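 note: 0% = enzyme with vehicle and -100% = no enzyme basal signal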
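Human spleen homogenate (1 ug) with 4-methylumbelliferyl-alpha-D-glucopyranoside (1 mM final) in 50 mM citrate/phosphate pH 5.0, 0.01% Tween-20; 40 min at 37 C. Stopped at pH 10; 4-MU fluorescence Ex 365/Em 440 nm; AC50 by Hill fit.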
TRb SRC2 PPI – qHTS for Inhibitors of the Interaction of Thyroid Hormone Receptor and Steroid Receptor Coregulator 2. TRbeta-SRC2 peptide binding, fluorescence polarization; receptor liganded with 1 µM T3. Potency, µM (series often up to 106 µM), inactives show top-dose activity change, negative = inhibition, hits mostly inhibitors. hit rate 0.065% among 280,000. AID 1469, 2008;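 note: plate controls were bound peptide for no effect and peptide without receptor for full effect; nearly all actives have a fitted effect of over 50% in size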
Target sequence (P10828 whole entry, looked up): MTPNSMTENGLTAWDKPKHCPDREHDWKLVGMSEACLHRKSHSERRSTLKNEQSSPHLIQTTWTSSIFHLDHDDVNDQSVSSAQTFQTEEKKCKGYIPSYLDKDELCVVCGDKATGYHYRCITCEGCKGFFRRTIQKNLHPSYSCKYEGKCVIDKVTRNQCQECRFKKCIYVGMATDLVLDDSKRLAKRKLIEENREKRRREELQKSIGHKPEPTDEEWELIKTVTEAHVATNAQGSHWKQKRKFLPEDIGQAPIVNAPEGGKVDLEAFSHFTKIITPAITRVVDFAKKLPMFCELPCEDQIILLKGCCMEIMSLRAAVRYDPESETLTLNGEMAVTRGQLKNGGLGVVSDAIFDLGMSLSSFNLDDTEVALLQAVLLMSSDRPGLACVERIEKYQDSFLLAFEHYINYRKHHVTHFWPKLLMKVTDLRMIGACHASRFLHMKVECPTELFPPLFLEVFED
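Fluorescence polarization of 20 nM Texas Red SRC2 peptide with 0.6 uM human TRb ligand-binding domain, in Tris buffer with 1uM T3 and 5% DMSO. Incubated 5 hr ambient; normalized to unbound and bound controls.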
An asterisk follows results filed as active; [ ] = dose if it differs, or a comment. Unless noted, calls come from the whole dose curve; as a rule, active = well fitted curve in the direction sought with a large enough effect; inconclusive = small, poorly fitted or top-dose-only effect, or another doubt; inactive = no such curve, though single readings can be large; an effect the other way counts as inactive or inconclusive. Unless noted, % is set by controls: 0 for no effect and ±100 for the full control effect; potency is the fitted concentration of half-maximal effect. Only part of the results is shown; the hit share may differ from the screen's.

A first look:
Screening COC(=O)c1cc2ccsc2n1Cc1ccccc1F returned GAA glycogen mod 7%, TR SRC2 fluor cs 11%, RECQ1 inh -2%, RGS12 GoLoco inh -27%, GAA inhib 1%, L3MBTL1 block 98%[activator], aGlu spleen mod -4% and TRb SRC2 PPI 12%.
Screening Cn1c(CCCOc2ccc(Cl)cc2Cl)nnc1SCC(=O)Nc1nccs1 returned GAA glycogen mod -3%, TR SRC2 fluor cs 0%, RECQ1 inh -2%, RGS12 GoLoco inh 5%, GAA inhib inconclusive, aGlu spleen mod 0% and TRb SRC2 PPI 8%.

All compounds of this part (from the top)
Screening COC(=O)c1cc2ccsc2n1Cc1ccccc1F returned GAA glycogen mod 7%, TR SRC2 fluor cs 11%, RECQ1 inh -2%, RGS12 GoLoco inh -27%, GAA inhib 1%, L3MBTL1 block 98%[activator], aGlu spleen mod -4% and TRb SRC2 PPI 12%.
Screening Cn1c(CCCOc2ccc(Cl)cc2Cl)nnc1SCC(=O)Nc1nccs1 returned GAA glycogen mod -3%, TR SRC2 fluor cs 0%, RECQ1 inh -2%, RGS12 GoLoco inh 5%, GAA inhib inconclusive, aGlu spleen mod 0% and TRb SRC2 PPI 8%.
`CN1CCN(CCC(=O)Nc2ccccc2Cl)CC1` gave GAA glycogen mod -11%, TR SRC2 fluor cs 1%, RECQ1 inh -7%, RGS12 GoLoco inh 4%, GAA inhib -3%, L3MBTL1 block -1%, aGlu spleen mod 5% and TRb SRC2 PPI 2%.
`CC(=O)N(C(C)=O)S(=O)(=O)c1ccc(N=NN2CCCCC2)cc1` gave GAA glycogen mod 1%, TR SRC2 fluor cs 0%, RECQ1 inh -13%, RGS12 GoLoco inh -5%, GAA inhib -2%, L3MBTL1 block 5%, aGlu spleen mod -3% and TRb SRC2 PPI 8%.
Screening CCOc1ncccc1C(=O)Nc1nnc(C2CC2)s1 returned GAA glycogen mod 3%, TR SRC2 fluor cs -3%, RECQ1 inh inactive, RGS12 GoLoco inh 14%, GAA inhib 6%, L3MBTL1 block 8%, aGlu spleen mod -2% and TRb SRC2 PPI -7%.
For COc1ccc(NC(=O)CN(C)CC(=O)Nc2cccc(S(=O)(=O)N(C)c3ccccc3)c2)cc1 the results were GAA glycogen mod -7%, TR SRC2 fluor cs 1%, RECQ1 inh -10%, RGS12 GoLoco inh 0%, GAA inhib 9%, L3MBTL1 block -3%, aGlu spleen mod 1% and TRb SRC2 PPI -3%.
`COc1ccc(/C=N/NC(=O)CC(=O)NCCc2ccccc2)cc1OC` gave GAA glycogen mod -2%, TR SRC2 fluor cs 1%, RECQ1 inh 4%, RGS12 GoLoco inh 6%, GAA inhib -4%, L3MBTL1 block 6%, aGlu spleen mod -10% and TRb SRC2 PPI -19%.
Cc1ccc2[nH]c3nc(SCCN4CCOCC4)nnc3c2c1 was read as GAA glycogen mod 4%, TR SRC2 fluor cs -3%, RECQ1 inh -4%, RGS12 GoLoco inh -8%, GAA inhib -5%, aGlu spleen mod 2% and TRb SRC2 PPI -5%.
`N/C(=N\OC(=O)c1ccccc1[N+](=O)[O-])c1cccnc1` gave GAA glycogen mod 5%, TR SRC2 fluor cs -4%, RECQ1 inh -15%, RGS12 GoLoco inh -6%, GAA inhib -1%, L3MBTL1 block -15%, aGlu spleen mod -4% and TRb SRC2 PPI 3%.
Screening CCc1ccc(NC(=S)N(CCN(C)C)C(C)c2ccncc2)cc1 (stereo not drawn) returned GAA glycogen mod -20%, TR SRC2 fluor cs 0%, RECQ1 inh 8%, RGS12 GoLoco inh 1%, GAA inhib 0%, aGlu spleen mod 4% and TRb SRC2 PPI -8%.
`Cc1cc(C(=O)Cn2c(CO)nc3ccccc32)c(C)n1C` gave GAA glycogen mod 1%, TR SRC2 fluor cs -2%, RECQ1 inh -29%, RGS12 GoLoco inh -1%, L3MBTL1 block -20%, aGlu spleen mod 2% and TRb SRC2 PPI 2%.
`COc1ccc(NC(=O)CCS(=O)(=O)c2ccc3c(c2)CCCN3C(C)=O)cc1` gave GAA glycogen mod 3%, TR SRC2 fluor cs -3%, RECQ1 inh 5%, RGS12 GoLoco inh 4%, GAA inhib -5%, L3MBTL1 block -5%, aGlu spleen mod 1% and TRb SRC2 PPI 3%.
Screening Cc1ccccc1C(=O)N=c1sccn1C returned GAA glycogen mod 8%, TR SRC2 fluor cs -4%, RECQ1 inh -9%, RGS12 GoLoco inh -1%, GAA inhib -8%, aGlu spleen mod -6% and TRb SRC2 PPI -2%.
For COC(=O)C1C2C=CC3(CN(C(C)C)C(=O)C13)O2 (stereo not drawn) the results were GAA glycogen mod -8%, TR SRC2 fluor cs -2%, RECQ1 inh -8%, RGS12 GoLoco inh 1%, GAA inhib -3%[15.4 µM], L3MBTL1 block 0%, aGlu spleen mod 3% and TRb SRC2 PPI -2%.
`N#Cc1ccc(OCC(=O)NCC2(N3CCCCC3)CCCCC2)cc1` gave GAA glycogen mod 4%, TR SRC2 fluor cs 0%, RECQ1 inh 1%, RGS12 GoLoco inh 1%, GAA inhib 0%, L3MBTL1 block 6%, aGlu spleen mod -4% and TRb SRC2 PPI -4%.
For COc1ccc(/C=N/NC(=O)c2ccc(COc3cccc4cccnc34)cc2)cc1O the results were GAA glycogen mod -5%, TR SRC2 fluor cs -2%, RECQ1 inh inconclusive, RGS12 GoLoco inh 2%, L3MBTL1 block -2%, aGlu spleen mod -1% and TRb SRC2 PPI 2%.
Screening CC(C)Oc1ccc(C(=O)N/N=C/c2ccc(-c3ccc(S(=O)(=O)Nc4ncccn4)cc3)o2)cc1 returned GAA glycogen mod -1%, TR SRC2 fluor cs -4%, RECQ1 inh inconclusive, RGS12 GoLoco inh 18%, GAA inhib 12%, aGlu spleen mod -6% and TRb SRC2 PPI 3%.
CSc1ccccc1NC(=S)Nc1ccccc1C(F)(F)F was read as GAA glycogen mod -1%, TR SRC2 fluor cs -6%, RECQ1 inh -6%, RGS12 GoLoco inh 7%, GAA inhib -12%, aGlu spleen mod -12% and TRb SRC2 PPI 2%.
For Cc1ccc(C(CCN(Cc2ccccc2)C(=O)c2ccco2)c2ccco2)cc1 (stereo not drawn) the results were GAA glycogen mod -2%, TR SRC2 fluor cs 2%, RECQ1 inh 20µM*, RGS12 GoLoco inh 8%, GAA inhib inconclusive, L3MBTL1 block 25µM*, aGlu spleen mod 1% and TRb SRC2 PPI 6%.
Screening CCC[N+]1(CC#CC2(O)CCCCC2)CCOCC1 returned GAA glycogen mod 7%, TR SRC2 fluor cs -1%, RECQ1 inh -8%, RGS12 GoLoco inh 10%, GAA inhib 1%, aGlu spleen mod 1% and TRb SRC2 PPI -8%.
`COc1ccc(-c2nc3ccccc3c(=O)o2)cc1OC` gave GAA glycogen mod 6%, TR SRC2 fluor cs -4%, RECQ1 inh -18%, RGS12 GoLoco inh 18%, GAA inhib inconclusive, L3MBTL1 block -7%, aGlu spleen mod 3% and TRb SRC2 PPI 2%.
For Nc1c(C(=O)NCc2cccs2)nnn1CC(=O)Nc1cccc(Cl)c1 the results were GAA glycogen mod 10%, TR SRC2 fluor cs 0%, RECQ1 inh inactive, RGS12 GoLoco inh 10%, GAA inhib -3%, L3MBTL1 block -5%, aGlu spleen mod 6% and TRb SRC2 PPI 4%.
For COc1ccc(C=O)cc1Cn1ccnc1 the results were GAA glycogen mod -3%, TR SRC2 fluor cs -2%[53 µM], RECQ1 inh inactive, RGS12 GoLoco inh 7%, GAA inhib 9%, L3MBTL1 block -1%, aGlu spleen mod 5% and TRb SRC2 PPI 0%[53 µM].
Screening Cc1cc2cccc(C)c2nc1SCC(=O)NNC(=O)c1ccco1 returned GAA glycogen mod 2%, TR SRC2 fluor cs -2%, RECQ1 inh inconclusive, RGS12 GoLoco inh 11%, GAA inhib 0%, L3MBTL1 block -7%, aGlu spleen mod 2% and TRb SRC2 PPI 8%.
COc1ccc2nc(C)c3cc(C)oc3c2c1 was read as GAA glycogen mod 1%, TR SRC2 fluor cs -7%, RECQ1 inh -13%, RGS12 GoLoco inh 13%, GAA inhib -3%, L3MBTL1 block 1%[11.4 µM], aGlu spleen mod -2% and TRb SRC2 PPI 4%.
For COC(=O)CCC(=O)OC1(C)C(=O)C2=CN(Cc3ccccc3)C(c3ccc(OC)cc3)=CC2=C(Br)C1=O (stereo not drawn) the results were TR SRC2 fluor cs -3%[11.2 µM], RECQ1 inh 8%[11.5 µM], RGS12 GoLoco inh 13%[14.2 µM], aGlu spleen mod -11%[17.4 µM] and TRb SRC2 PPI 1%[11.2 µM].
For CCS(=O)(=O)N1CCC(C(=O)NCCC2=CCCCC2)CC1 the results were GAA glycogen mod 5%, TR SRC2 fluor cs -1%, RECQ1 inh inactive, RGS12 GoLoco inh 2%, GAA inhib -11%, L3MBTL1 block 6%, aGlu spleen mod -2% and TRb SRC2 PPI -1%.
Screening CCn1cc(C(=O)O)c(=O)c2cc(S(=O)(=O)N(C)C)ccc21 returned GAA glycogen mod 0%, TR SRC2 fluor cs -3%, RECQ1 inh -5%, RGS12 GoLoco inh 3%, GAA inhib -4%[15.4 µM], L3MBTL1 block -6%, aGlu spleen mod 8% and TRb SRC2 PPI -2%.
